B2AR arrestin: beta2AR (human) beta-arrestin recruitment activity | beta-arrestin recruitment to beta2AR, cell-based reporter | hit rate 0.02% among 330,000 | Potency, µM (highest dose often 46.1 µM), for inactives: top-dose activation, most hits filed as activators | P07550;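 note: potency is the fitted concentration of half-maximal effect; 0% = DMSO controls and full agonism = EC100 isoproterenol or metaproterenol; nearly all actives have a fitted effect of over 65% in size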
Menin-MLL TR inh: menin-MLL binding inhibition, Texas Red mutant peptide; Menin + Texas Red MLL mutant peptide, fluorescence polarization; hit rate 0.23% among 270,000; AID 1768; Potency, µM (highest dose often 61.6 µM), for the others: top-dose FP activity change, negative = inhibition, usual class: inhibitors; O00255; active = well fitted inhibition curve with a large enough effect in the polarisation, with a control signal flat, not every such curve was filed as active; inconclusive = small, poorly fitted or top-dose-only effect, or effect the other way, or a change in a side signal; inactive = no such curve, though single readings can be large or run the other way; the % refers to the polarisation; note: potency is the fitted concentration of half-maximal effect; % of control where 0% means no effect; many of its hits are not listed in these tables
Target sequence (O00255 whole entry, looked up): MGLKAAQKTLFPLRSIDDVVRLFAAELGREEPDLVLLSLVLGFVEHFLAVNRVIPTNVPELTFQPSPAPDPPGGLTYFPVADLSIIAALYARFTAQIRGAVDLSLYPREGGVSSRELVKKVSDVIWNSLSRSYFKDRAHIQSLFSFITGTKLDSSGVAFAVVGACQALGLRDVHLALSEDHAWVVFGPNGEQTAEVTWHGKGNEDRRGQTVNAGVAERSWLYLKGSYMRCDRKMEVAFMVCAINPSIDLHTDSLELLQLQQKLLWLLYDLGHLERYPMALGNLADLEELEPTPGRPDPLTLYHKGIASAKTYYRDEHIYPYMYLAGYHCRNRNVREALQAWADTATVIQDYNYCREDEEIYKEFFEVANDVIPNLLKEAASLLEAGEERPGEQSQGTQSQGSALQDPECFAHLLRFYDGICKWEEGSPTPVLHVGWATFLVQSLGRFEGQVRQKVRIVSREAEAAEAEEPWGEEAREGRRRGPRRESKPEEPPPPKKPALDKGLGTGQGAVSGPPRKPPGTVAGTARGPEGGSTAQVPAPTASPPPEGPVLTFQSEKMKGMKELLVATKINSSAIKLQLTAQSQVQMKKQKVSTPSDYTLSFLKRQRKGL
hERG WT inh: blocks the wildtype human KCNH2 potassium channel | activity change, % at 1.84 µM | hit rate 0.37% among 340,000 | Q12809 | U2OS, BacMam KCNH2, thallium flux FluxOr; stronger effect = lower value | AID 720551;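 active = maximum activity change below -70%; inconclusive = maximum activity change between -70% and -50%; inactive = maximum activity change above -50%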; note: % is set by controls: 0 for no effect and ±100 for the full control effect
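U2OS cells were transduced with wild-type KCNH2 virus (2.03 x 10^8 / mL) for 4 h at room temperature, then cultured overnight at 37 C. Thallium flux was read with FluxOr dye. Rate constants were normalized to DMSO controls.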
PKM2 activator: activators of human pyruvate kinase M2 | P14618 | purified PKM2, Kinase-Glo ATP luminescence, activation; response scale: 0% is enzyme alone, no compound | Potency, µM (highest dose often 57.5 µM), inactives show at the highest dose activation, usual class: activators | hit rate 0.34% among 260,000 | AID 1631; note: potency is the fitted concentration of half-maximal effect; % is set by controls: 0 for no effect and ±100 for the full control effect; nearly all actives have a fitted effect of over 55% in size
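Kinase-Glo luminescence reports ATP generated from ADP (0.1 mM) and PEP (0.5 mM) by purified hPK-M2 after 1 h at room temperature, pH 7.2 imidazole buffer; intermediate enzyme activity allows detecting inhibitors and activators.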
FBPA coupling cs: coupling enzyme interference in Giardia aldolase counter-screen | coupling enzyme system counterscreen, AmpLite Red fluorescence | activity change, negative = inhibition, % at 58.2 µM, hits read low | hit rate 0.67% among 290,000; in the data active = activity change below about -30%; note: % is set by controls: 0 for no effect and ±100 for the full control effect
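Counterscreen lacking aldolase: glyceraldehyde-3-phosphate coupling-enzyme reagent preincubated 10 min at RT with compound (at 57.5 uM final), then substrate/coupling system with AmpLite Red added; fluorescence read at 525/598 nm after 20 min RT.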
CXXC DNA block: MLL CXXC-DNA interaction inhibition. AID 2662. Potency, µM (doses to about 115 µM), without a hit: top-dose activity change, negative = inhibition, actives largely listed as inhibitors. MLL-CXXC / FITC-HOXA9 DNA fluorescence polarization. hit rate 0.037% among 290,000; active = well fitted inhibition curve with a large enough effect in the polarisation, with a control signal flat, not every such curve was filed as active; inconclusive = small, poorly fitted or top-dose-only effect, or effect the other way, or a change in a side signal; inactive = no such curve, though single readings can be large or run the other way; the % refers to the polarisation; note: potency is the fitted concentration of half-maximal effect
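Fluorescence polarization: 7 uM MLL-CXXC (stock) preincubated 5 min with compounds, then 50 nM fluorescein-HOX-A9 DNA (stock) added; 30 min ambient. Buffer 50 mM Tris-HCl pH 7.5, 50 mM NaCl, 1 mM DTT, 0.05% BSA.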
Giardia killer: kills Giardia lamblia; Giardia lamblia trophozoite viability; activity change, % at 7.66 µM, hits read low; hit rate 0.15% among 340,000; AID 540267; in the data active = activity change below about -80%; inconclusive = between about -30% and that limit;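 note: parasites exposed to compound for two days anaerobically before the ATP read; % is set by controls: 0 for no effect and ±100 for the full control effect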
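Compounds were tested on trophozoites seeded at 100 cells/well and held 48 hrs at 37 deg C anaerobically. An ATP-based luminescent kit measured the remaining live cells.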
GALK inh: galactokinase (human) inhibition; P51570; Purified GALK, Kinase-Glo residual ATP luminescence; Potency, µM (series often up to 57.5 µM), for the others: at the highest dose activity change, negative = inhibition, actives largely listed as inhibitors; hit rate 0.007% among 270,000; AID 1868; note: potency is the fitted concentration of half-maximal effect; % is set by controls: 0 for no effect and ±100 for the full control effect
Target sequence (P51570 whole entry, looked up): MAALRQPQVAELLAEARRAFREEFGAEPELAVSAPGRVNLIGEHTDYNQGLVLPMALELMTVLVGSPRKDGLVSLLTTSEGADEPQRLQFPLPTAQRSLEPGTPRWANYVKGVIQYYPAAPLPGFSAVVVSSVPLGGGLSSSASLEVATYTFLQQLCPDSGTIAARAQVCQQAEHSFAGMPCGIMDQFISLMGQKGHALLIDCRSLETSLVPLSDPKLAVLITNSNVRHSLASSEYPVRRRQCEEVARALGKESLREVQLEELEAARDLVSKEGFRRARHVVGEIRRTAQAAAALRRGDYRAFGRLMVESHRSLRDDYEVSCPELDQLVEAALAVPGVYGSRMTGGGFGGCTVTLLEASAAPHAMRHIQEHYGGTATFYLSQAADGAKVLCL
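Galactose (100 uM) and ATP (35 uM) were turned over by 5 nM GALK for 1 h at RT. Kinase-Glo Plus then converted the remaining ATP into a luminescent signal.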
TRPV1 agonist: agonists of human vanilloid receptor 1 (TRPV1); TRPV1-expressing cells, Fluo-8 calcium influx, agonist mode; activation, % at 8.33 µM; hit rate 0.19% among 320,000; AID 540275; in the data active = activation above about 80%; inconclusive = between about 30% and that limit; note: 0% is about no effect
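TRPV1-expressing cells were cultured overnight at 35.5C and loaded with Fluo-8 calcium dye for 40 to 90 min at room temperature. After a 10 s baseline, compound was added and calcium influx was read kinetically for 3 min (ex 480/em 520 nm).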
USP2a inh: inhibitors of human ubiquitin-specific protease USP2a. O75604. USP2 core, Ub-CHOP2 coupled fluorogenic reporter, 485/531. Potency, µM (titrated, usually from 38.3 µM), for the others: at the highest dose activity change, negative = inhibition, actives largely listed as inhibitors. hit rate 0.01% among 330,000;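 note: potency is the fitted concentration of half-maximal effect; plate controls were DMSO wells for no effect and full inhibition by NEM control for full effect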
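Deubiquitinase activity read as fluorescence (485/531 nm) after Ub-CHOP2 cleavage activates the enterokinase reporter on its substrate; USP2 core 10nM, Ub-CHOP2 and substrate 25nM each, 30min compound preincubation then 60min RT; data normalized to NEM, curves fitted.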
KCNH2 3.1 inh: inhibitors of human KCNH2 3.1 potassium channel isoform; U2OS KCNH2 3.1, thallium flux FluxOr; stronger effect = lower value; activity change, % (tested at about 1.8 µM); hit rate 0.95% among 340,000; AID 720553;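 active = maximum activity change below -70%; inconclusive = maximum activity change from -70% to -50%; inactive = maximum activity change above -50%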;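 note: thallium influx rate constant from kinetic fluorescence after stimulation buffer; % is set by controls: 0 for no effect and ±100 for the full control effect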
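Measured as rate of thallium-driven FluxOr signal in transduced U2OS cells carrying the 3.1 channel, read kinetically for 2 min upon stimulation; values are rate constants scaled to DMSO control wells.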
Starred values were filed as active, the others as inactive; i = inactive; ? = inconclusive; nt = no result given; & = joins results of further samples; [ ] = remark or other dose. Unless noted, calls come from the whole dose curve; as a rule, active = well fitted curve in the direction sought with a large enough effect; inconclusive = small, poorly fitted or top-dose-only effect, or another doubt; inactive = no such curve, though single readings can be large; an effect the other way counts as inactive or inconclusive.

SMILES	B2AR arrestin	Menin-MLL TR inh	hERG WT inh	PKM2 activator	FBPA coupling cs	CXXC DNA block	Giardia killer	GALK inh	TRPV1 agonist	USP2a inh	KCNH2 3.1 inh
Cc1cc(C(F)(F)F)n2nc(-c3cnn(C)c3C(F)(F)F)cc2n1	0.3%	20%	-1	-4%	-3	-3%	2	-2%	-3	4%	-8
O=C(Cc1ccc(Cl)cc1)N1CCN(c2ccc(F)cc2)CC1	0.3%	?	2	nt	-1	12%	-16	2%	5	-2%	-33
COc1cccc(C(=O)CSc2nnc(COc3cccc4cccnc34)o2)c1	-0.4%	9%	-1	12%	-2	8%	-4	-1%	-2	-1%	14
O=C(Cn1nc(C(=O)O)c2ccccc2c1=O)Nc1ccc(F)cc1F	-0.1%	4%	-1	nt	8	-1%	3	-2%	-2	0%	3
CCOC(=O)N1CCN(c2c(N3CCc4ccccc4C3)c(=O)c2=O)CC1	0.0%	-16%	9	5%	1	-9%	8	0%	3	0%	5
Cc1cc(NC(=O)C(C)SCC(=O)Nc2nc3c(F)cc(F)cc3s2)no1 (stereo not given)	-2.9%	nt	3	nt	nt	nt	-18	nt	-3	-2%	5
c1ccc(Cn2c(SCc3cn4cccnc4n3)nnc2-c2ccco2)cc1	0.5%	?	7	?	2	1%	3	3%	1	0%	-1
COc1ccccc1/C=N/Nc1nncc2ccccc12	-0.3%	?	3	-3%	1	1%	6	-5%	-5	2%	-1
Cc1cc(C(=O)N/N=C/c2cc(Br)ccc2OC(=O)c2ccc(Br)cc2)n[nH]1	0.1%	-9%	nt	?	1	243%[activator]	nt	-1%	-7	6%	nt
NC(=O)N/N=C/c1c(O)ccc2oc3c(c12)CCCC3	-0.3%	nt	-16	-2%	-3	-1%	-6	nt	1	1%	15
CCOC(=O)C1CCN(S(=O)(=O)C(F)(F)c2nc3ccccc3s2)CC1	-1.4%	-7%	-7	0%	-1	-9%	-16	-2%	14	-2%	-2
Cc1ccc(S(C)(=O)=NC(=O)NC(=O)c2c(F)cccc2Cl)cc1 (stereo not given)	-0.2%	nt	-3	-1%	1	-2%	?	-2%	-1	0%	4
Cc1ccc(S(=O)(=O)Oc2ccc(/C=N/NC(=O)c3nn(C)cc3Cl)cc2)cc1	0.0%	14%	-6	-2%	1	-2%	-2	-4%	?	1%	-6
Cc1ccc(Nc2nc(/N=C/NO)n[nH]2)cc1C	-0.6%	-1%	3	-1%	1	5%	-4	0%	2	3%	9
CCC1(c2ccccc2)NC(=O)N(CC(=O)NCc2ccc(OC)cc2)C1=O (stereo not given)	0.1%	-23%	3	1%	5	-1%	-5	-1%	1	-1%	-11
CCN1C(=S)N[C@@H](CCc2ccccc2)C(C(=O)OC)=C1C	-0.6%&-1.3%	-6%&-17%	2	4%&-5%	-4&0	4%&2%	-4	nt	-6&7	1%&3%	-8
COc1ccc(C(=O)NCCc2nnc3ccc(SCC(=O)NCc4ccc(F)cc4)nn23)cc1	-1.4%	nt	-5	8%	nt	2%	16	6%	?	0%	14
Cc1ccc(C(=O)n2nc(C#N)c(C#N)c2N)cc1	0.3%	nt	2	-2%	4	16%	-4	nt	0	2%	2
C=CCN(c1nc(C)cc(OC)n1)S(=O)(=O)c1ccc(C)cc1	-0.6%	-5%	-5	5%	-1	-14%	-24	0%	4	-5%	-4
CCOC(=O)C1(CCOc2ccccc2)CCN(Cc2ccc(CO)o2)CC1	-0.6%	-26%	i	4%	1	-6%	14	11%	9	3%	-3
O=C(NCCCN=C1NS(=O)(=O)c2ccccc21)c1ccco1	0.3%	-8%	-3	12%	2	9%	-16	-2%	-1	0%	7
COC(=O)C(CC(=O)c1cccc(OC)c1)c1ccc(F)cc1 (stereo not given)	-1.1%	-6%	16	2%	-1	9%	6	-2%	6	3%	2
NS(=O)(=O)c1ccc(CCNC(=O)CSc2nc3ccsc3c(=O)n2CC(=O)O)cc1	0.0%	9%	-2	10%	11	-8%	0	-5%	-4	-1%	-7
Cc1ccc(NC(=O)c2ccc(N3CCCC3=O)cc2)cc1S(=O)(=O)N1CCCCC1	0.2%	nt	-27	nt	nt	nt	4	nt	1	0%	-6
Cc1cc(C)c(NC(=O)COc2nncc3ccccc23)c(C)c1	-0.6%	-8%	-16	-6%	7	3%	1	0%	-2	1%	8
COc1c(C)cc(Br)cc1C(=O)O	-0.1%	-14%	1	-6%	0	4%	8	1%	4	-1%	4
Cc1c(C#N)c(O)n(C)c(=O)c1N=Nc1ccc(S(N)(=O)=O)cc1	-0.7%	17%	1	2%	-1	?	-11	0%	-3	7%	2
CCOC(=O)C1CCN(C(=O)CN(Cc2ccccc2)S(C)(=O)=O)CC1	0.1%	-20%	2	4%	-1	-2%	21	0%	1	-1%	-3
CCOC(=O)Cn1cnc2c(C#N)c3n(c2c1=O)CCCCC3	0.1%	-17%	-12	-4%	2	-1%	-13	1%	1	-2%	-15
O=C(CCSCCc1ccccn1)Nc1c(F)c(F)c(F)c(F)c1F	-2.1%	-1%	1	-3%	0	28%	11	0%	6	2%	-9

Overlap with the part before: 2 entries, followed by the next part.
SMILES	B2AR arrestin	Menin-MLL TR inh	hERG WT inh	PKM2 activator	FBPA coupling cs	CXXC DNA block	Giardia killer	GALK inh	TRPV1 agonist	USP2a inh	KCNH2 3.1 inh
CCOC(=O)Cn1cnc2c(C#N)c3n(c2c1=O)CCCCC3	0.1%	-17%	-12	-4%	2	-1%	-13	1%	1	-2%	-15
O=C(CCSCCc1ccccn1)Nc1c(F)c(F)c(F)c(F)c1F	-2.1%	-1%	1	-3%	0	28%	11	0%	6	2%	-9
O=C(NCCC1=CCCCC1)c1ccc(Cl)c(S(=O)(=O)N2CCCCC2)c1	5.6%	-1%	12	-1%	3	10%	21	6%	?	-2%	14
COc1ccc(CCNC(=O)CCCc2nnc3n(C)c(=O)c4sccc4n23)cc1OC	0.3%	-18%	-15	3%	1	-5%	-13	1%	0	2%	-3
O=C(c1cc(-c2ccccc2)on1)N1CCCC1	-0.2%	?	-14	2%	3	0%	1	-1%	?	1%	-7
O=C(COC(=O)[C@H](Cc1ccccc1)NC(=O)c1ccco1)Nc1ccccc1	-2.5%	nt	36	nt	nt	nt	11	nt	nt	2%	-11
CC1(CC(=O)O)C(=O)N=C2C=CC=CN21 (stereo not given)	-0.1%	7%	11	6%	0	2%	-3	-2%	-2	-1%	-7
CCOc1ccccc1-n1c(=S)sc2c(=O)n(-c3ccccc3)c(=S)[nH]c21	0.0%	?	0	-4%	-4	1%	26	-4%	-1	-1%	10
CC1CCN(C(=O)c2ccc3c(=O)n4c(nc3c2)CCCCC4)CC1	0.1%	0%	-5	nt	1	-4%	4	-6%	-3	4%	-5
Cc1cc(C)nc(Nc2n[nH]c(-c3ccccc3Cl)n2)n1	-0.2%	-16%	-19	-13%	2	6%	4	-1%	5	-11%	-7
CCCc1cc(=O)[nH]c2nnc(SCC(=O)NC3CCCCC3)n12	0.0%	nt	-4	nt	nt	nt	-9	nt	-3	1%	-10
O=C(CCC1CCCC1)N1CCN(S(=O)(=O)Cc2ccccc2)CC1	-0.2%	0%	-29	-5%	6	-3%	-7	7%	23	-1%	0
Cc1ccc(-c2nnn(CC(=O)N(c3cccc(O)c3)C(C(=O)NC(C)(C)C)c3cccs3)n2)o1 (stereo not given)	-0.4%	-2%	2	2%	3	6%	-14	-1%	6	-1%	11
Nc1ccc2nc(-c3cc(Cl)c(N)c(Cl)c3)[nH]c2c1	-0.1%	?	-5	0%	-1	22%	-10	2%	2	-17%	-3
CCNC(=S)NNC(=O)c1cc(-c2ccccc2C)nc2ccccc12	0.4%	48%[activator]	64	0%	0	0%	-2	nt	?	-9%	18
Clc1ccc(/C=C/c2ncc[nH]2)c(Cl)c1	0.1%	0%	7	nt	1	12%	-2	2%	22	4%	9
CCCCn1c(CN2CCOCC2)nc2c1c(=O)n(C)c(=O)n2C	0.2%	-24%	-9	-18%	0	-10%	52[activator]	-1%	-5	1%	-8
Oc1cccc(C2c3[nH]c4ccccc4c3CCN2Cc2ccoc2)c1 (stereo not given)	0.0%	?	-9	0%	-3	0%	-1	0%	2	1%	-37
COc1ccc(CCNC(=O)C2CCN(c3nccc(C)n3)CC2)cc1	0.4%	-2%	nt	4%	1	-4%	-1	0%	-1	-3%	3
COc1ccc(COC(=O)C2=C(C)NC(=O)NC2c2ccc(F)cc2)cc1 (stereo not given)	2.9%	-15%	-6	5%	0	2%	-5	-6%	6	-2%	-1
Nc1cccc(-c2cc(-c3ccccc3)nc(-c3cccc(N)c3)n2)c1	-0.9%	?	-16	2%	-3	4%	-4	0%	0	2%	-2
CN(C)CC(C(=O)c1ccccc1)c1ccccc1 (stereo not given)	-0.5%	10%	-10	0%	1	10%	?	-3%	5	1%	7

Screening results from PubChem.

Some of the compounds tested (hit frequency here may not be typical).
